Screening results: PubChem BioAssay, several laboratories
MT1-MMP act inh = MT1-MMP (human) activation inhibition; P50281; HT1080 RFP-PRO-GFP cells, GFP/RFP ratio fluorescence, overnight; percent of plate control window, DMSO zero; GFP/RFP ratio change, % at 20 µM; 360,000 tested, 0.061% active; AID 651647;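 active = GFP/RFP ratio change of at least 30% with cell ATP level not reduced by more than half and red fluorescence within 50% of control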; note: strong numbers were not always called active
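Assay system: HT1080 RFP-PRO-GFP cells | Dosing: 20 µM single dose, 1% DMSO | Incubation: Cells overnight before dosing, compound overnight, 37 °C, 5% CO2 | Evaluation: GFP/RFP fluorescence ratio | Control set: DMSO-only wells and HT1080 RFP-L50D-GFP cell wells as references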
FAS TE block = FAS thioesterase (human) inhibition | AID 602261 | inhibition, % at 15 µM | recombinant FAS-TE, OMFH fluorogenic substrate, fluorescence endpoint | 360,000 tested, 0.67% active | P49327;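 active = compounds whose normalised, plate-corrected inhibition of enzyme fluorescence in the single-dose primary screen is 50% or more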;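 note: 0% = DMSO with enzyme and 100% = substrate without enzyme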
Rin1 Abl inh = inhibitors of human Rin1-Abl protein interaction | 360,000 tested, 0.4% active | TR-FRET Rin1/Abl binding, biochemical | P00519+Q13671 | inhibition, % at 7.35 µM; in the data active = inhibition above about 5%, passing the limit was not always enough
MLLE-PAM2 inh = inhibitors of microRNA-mediated deadenylation, human PABP1 MLLE binding; P11940; GST-MLLE / FITC-PAM2 fluorescence polarization; inhibition, % at 20 µM; 360,000 tested, 0.36% active; AID 588489; in the data active = inhibition above about 35%, passing the limit was not always enough;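 note: plate controls were DMSO wells with GST-MLLE for no effect and wells lacking GST-MLLE protein for full effect; some results filed as inactive read as strong as hits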
MsrA act = activates bovine MsrA enzyme; 360,000 tested, 0.3% active; activation, % at 10.6 µM; purified bovine MsrA, absorbance read-out; AID 602163; in the data active = activation above about 7.5%;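 note: 0% = vehicle and 100% = reference activator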
SKN-1 block = inhibitors of C. elegans SKN-1. inhibition, % at 21.8 µM. C. elegans VP596 Pgst-4::GFP/RFP ratio, acrylamide-induced, 24 h. AID 624304. 360,000 tested, 0.49% active;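 active = interference check ratio from 0.5 to 1.5 plus GFP to RFP signal ratio inhibition reaching or exceeding a fixed threshold, cut at about 30% in these data, passing the limit was not always enough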; note: some compounds called inactive have numbers as strong as hits
Neddyl block = cullin neddylation inhibition | TR-FRET cullin neddylation, biochemical | calls only at 25 µM | 360,000 tested, 0.58% active; in the data active = inhibition above about 36%
E coli Lon inh = E. coli protease La inhibition; purified E. coli Lon protease, fluorescence polarization; inhibition, % at 7.94 µM; 360,000 tested, 0.42% active; AID 602123; in the data active = inhibition above about 13%, passing the limit was not always enough;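 note: 0% = enzyme with probe and DMSO and 100% = no enzyme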
CendR NRP1 mod = modulators of CendR peptide binding to human neuropilin-1; O14786; FAM-RPARPAR peptide binding to NRP-1, fluorescence polarization; inhibition, % at 25 µM; 360,000 tested, 0.85% active;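 active = inhibition or corrected inhibition above about 18%, plus a signal ratio from 0.5 to 1.5, limit read from the data, passing the limit was not always enough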; note: strong numbers were not always called active
Starred values were filed as active, the others as inactive; i = inactive; / = not tested or not shown.

#1 Cc1ccc(S(=O)(=O)NCCCCCC(=O)Nc2ccccc2)cc1
#2 CCOC(=O)Cc1c(C)[nH]n(-c2ccccc2)c1=O
#3 O=C(CCC(=O)c1ccccc1)Nc1ccccc1
#4 COc1cccc(C(=O)N2[C@H](COCc3ccccc3)C=CS2(=O)=O)c1
#5 CCN(C(=O)c1ccc(NC(C)=O)cc1)c1ccccc1
#6 CC(C)c1[nH]nc2c1C(c1cccnc1)C(C#N)=C(N)O2 (configuration not stated)
#7 O=C(CCc1ccccc1)NC(=S)Nc1cccc(Br)c1
#8 NCCCC[C@@H](C(=O)N1CCNCC1)n1cc(CN)nn1

Compound	1	2	3	4	5	6	7	8
MT1-MMP act inh	-1	2	1	8	4	-7	4	1
FAS TE block	-8	-8	-6	1	-3	-7	29	-10
Rin1 Abl inh	0	2	-1	-1	1	4	3	-1
MLLE-PAM2 inh	2	0	-3	-11	-12	11	19	-6
MsrA act	-2	-2	-2	-3	-2	-1	-3	-3
SKN-1 block	1	2	30	-7	-1	7	-7	4
Neddyl block	i	i	i	i	i	i	i	i
E coli Lon inh	-6	-9	10	-7	-1	-5	-3	-2
CendR NRP1 mod	11	7	1	1	4	-5	-6	-1

#9 CN(C)S(=O)(=O)c1ccc(Cl)c(NC(=O)CSc2nc3ccccc3c(=O)n2CCCN2CCOCC2)c1
#10 CC(=O)Nc1ccccc1C(=O)C(=O)Nc1cccc(C(=O)NC2CC2)c1
#11 CCN(CC(=O)Nc1ccc(NC(C)=O)cc1)CC(=O)Nc1cccc(Cl)c1
#12 O=C1CC(c2cc(-c3ccccc3)no2)C1
#13 CC1CCC(NC(=O)CN2CCCN(Cc3ccc(F)cc3Cl)C2=O)CC1 (configuration not stated)
#14 CCc1nn(CC(=O)NCCCN(CC)Cc2ccccc2)c(=O)c2cc3sccc3n12
#15 COc1ccccc1C(=O)Nc1sc2c(c1C#N)CCC2
#16 Cc1nc2ccccn2c1/C(O)=C1\C(=O)C(=O)N(CCN2CCOCC2)C1c1cccs1 (configuration not stated)

Compound	9	10	11	12	13	14	15	16
MT1-MMP act inh	-7	2	2	1	-3	-1	-3	-3
FAS TE block	0	-7	-3	-4	9	-6	3	-8
Rin1 Abl inh	3	2	3	3	0	-5	2	5
MLLE-PAM2 inh	15	16	8	2	7	15	-3	22
MsrA act	-1	-3	-9	-2	0	-1	-3	-5
SKN-1 block	-3	9	6	1	2	10	5	3
Neddyl block	i	i	i	i	i	i	i	i
E coli Lon inh	1	-6	-2	-2	-3	-5	5	2
CendR NRP1 mod	17	10	14	7	12	-22	-8	-1

Rewritten as tab-separated lines: entries from further up.
nr	SMILES	MT1-MMP act inh	FAS TE block	Rin1 Abl inh	MLLE-PAM2 inh	MsrA act	SKN-1 block	Neddyl block	E coli Lon inh	CendR NRP1 mod
5	CCN(C(=O)c1ccc(NC(C)=O)cc1)c1ccccc1	4	-3	1	-12	-2	-1	i	-1	4
6	CC(C)c1[nH]nc2c1C(c1cccnc1)C(C#N)=C(N)O2 (configuration not stated)	-7	-7	4	11	-1	7	i	-5	-5
7	O=C(CCc1ccccc1)NC(=S)Nc1cccc(Br)c1	4	29	3	19	-3	-7	i	-3	-6
8	NCCCC[C@@H](C(=O)N1CCNCC1)n1cc(CN)nn1	1	-10	-1	-6	-3	4	i	-2	-1
9	CN(C)S(=O)(=O)c1ccc(Cl)c(NC(=O)CSc2nc3ccccc3c(=O)n2CCCN2CCOCC2)c1	-7	0	3	15	-1	-3	i	1	17
10	CC(=O)Nc1ccccc1C(=O)C(=O)Nc1cccc(C(=O)NC2CC2)c1	2	-7	2	16	-3	9	i	-6	10
11	CCN(CC(=O)Nc1ccc(NC(C)=O)cc1)CC(=O)Nc1cccc(Cl)c1	2	-3	3	8	-9	6	i	-2	14
12	O=C1CC(c2cc(-c3ccccc3)no2)C1	1	-4	3	2	-2	1	i	-2	7
13	CC1CCC(NC(=O)CN2CCCN(Cc3ccc(F)cc3Cl)C2=O)CC1 (configuration not stated)	-3	9	0	7	0	2	i	-3	12
14	CCc1nn(CC(=O)NCCCN(CC)Cc2ccccc2)c(=O)c2cc3sccc3n12	-1	-6	-5	15	-1	10	i	-5	-22
15	COc1ccccc1C(=O)Nc1sc2c(c1C#N)CCC2	-3	3	2	-3	-3	5	i	5	-8
16	Cc1nc2ccccn2c1/C(O)=C1\C(=O)C(=O)N(CCN2CCOCC2)C1c1cccs1 (configuration not stated)	-3	-8	5	22	-5	3	i	2	-1

(continued)
#17 COc1ccc(S(=O)(=O)NNC(=O)c2cccs2)cc1
#18 Cc1c(OCC(=O)N2CCC(C(=O)O)CC2)ccc2c3c(c(=O)oc12)CCC3
#19 OC1CCC(Nc2ccn3nc(-c4cccc(Cl)c4)cc3n2)CC1 (configuration not stated)
#20 COc1ccc(-n2sc3c(c2=S)-c2cc(OC)ccc2NC3(C)C)cc1
#21 Cc1noc(C)c1C(=O)N1CCC(C(=O)c2ccc(F)cc2F)CC1
#22 COc1cccc(OCc2cc(C(=O)N(C)C3CCOCC3)no2)c1
#23 c1ccc2c(N3CCOCC3)c3c(nc2c1)CCC3
#24 O=C(CN1c2cccc3cccc(c23)S1(=O)=O)Nc1ccccc1
#25 O=C(Nc1ccc(Cl)cc1)c1ccc(S(=O)(=O)N2CCOCC2)cc1
#26 Cc1nonc1C1CCCN1Cc1cn[nH]c1-c1ccc2c(c1)OCO2 (configuration not stated)
#27 Cc1cccc(NC(=O)NNC(=O)COc2ccc(Cl)cc2)c1

Compound	17	18	19	20	21	22	23	24	25	26	27
MT1-MMP act inh	3	-2	0	2	2	0	-5	1	5	-3	2
FAS TE block	-5	-1	-3	6	-5	-3	0	5	1	-6	-8
Rin1 Abl inh	1	-1	-2	3	-4	-1	-4	0	-2	0	-1
MLLE-PAM2 inh	-4	-7	-5	25	5	-12	-5	12	15	1	4
MsrA act	-3	1	-1	-5	-2	5	0	0	-2	-2	-1
SKN-1 block	-2	-2	13	40*	-9	7	5	-12	23	7	7
Neddyl block	i	i	/	i	i	i	i	i	i	i	i
E coli Lon inh	2	-8	1	2	0	-3	-2	5	-5	-9	-3
CendR NRP1 mod	3	-3	-1	7	3	22	2	10	14	4	0
